# EWS-Fli inh = inhibitors of EWS/Fli oncoprotein transcriptional activity; AID 651661; inhibition, % at 12.6 µM; hit rate 0.67% among 350,000; A673 NR0B1-luciferase reporter, viability-normalised;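 active = mean inhibition of at least 50% after viability correction, with every replicate also passing that limit; inconclusive = mean reaches 50% but only one of two replicates passes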;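 also: firefly luciferase signal divided by Alamar Blue viability fluorescence both relative to DMSO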
# S100A4 inh HTS = S100A4-myosin IIA interaction inhibition; P26447; S100A4/TAMRA-MyoIIA peptide fluorescence polarization; inhibition, % at 10.7 µM; hit rate 0.14% among 360,000; AID 652163;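 active = mean inhibition of at least 70% across replicates, with every replicate also reaching that level; inconclusive = mean inhibition reaches 70% but some replicates fall short; inactive = mean inhibition below 70%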
# Target sequence (P26447 whole entry, looked up): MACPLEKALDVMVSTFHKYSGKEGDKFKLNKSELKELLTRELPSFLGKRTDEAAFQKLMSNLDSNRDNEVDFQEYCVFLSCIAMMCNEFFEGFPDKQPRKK
#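 Material: human S100A4 monomer with TAMRA-labelled myosin IIA peptide; buffer or medium: HEPES pH 7.2 with CaCl2, KCl, NaCl, DTT, Triton; compound dosing: one concentration per compound; schedule: 5 min incubation before reading; benchmarks: neutral control DMSO, positive control TFP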
# esBAF inh = blocks esBAF chromatin remodeling in mouse ES cells. hit rate 2% among 350,000. Bmi1-luciferase knock-in reporter, 24 h; 100% = twice the neutral-well signal. reporter increase, % at 12.5 µM; in the data active = activation above about 40%; inconclusive = no clear call, values can overlap the other calls;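 also: 0% = median of the plate's neutral control wells and 100% = double that signal; a rise in the Bmi1 reporter signal indicates esBAF inhibition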
# FN deposition inh = fibronectin deposition inhibition; AH1F fibroblasts, Alexa488-fibronectin deposition fluorescence, overnight; hit rate 0.086% among 350,000; AID 743247; inhibition, % at 12.6 µM;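 active = mean inhibition across replicates of 30% or more, regardless of how many single replicates reach that level; inconclusive = mean under 30% yet at least half of replicates reach 30%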;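 also: positive control wells lacked labelled fibronectin entirely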
#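 Material: AH1F fibroblast monolayer depositing Alexa488-labelled fibronectin into matrix / Amount: 10000 AH1F cells per well / Signal: fluorescence 485/525 nm / Medium: DMEM, 2% serum / Compound: single dose, pinned / Incubation: 1 h cell adhesion before compound, then overnight fibronectin incubation / Reagent: Alexa488-FN, 24 nM final / Read-out: inhibition of fibronectin deposition signal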
# XiGFP reactiv = X-chromosome reactivation activator; activation, % at 7.58 µM; AID 743238; XiGFP mouse fibroblasts, % GFP-positive cells imaging, 3 d; cells co-treated with 5-aza-dC sensitizer; scaled so ellipticine positive control = 100%; hit rate 0.055% among 360,000;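 active = mean normalized replicate activation at least 10% and every replicate at or above 10%; inconclusive = only one of the two criteria met; inactive = mean below 10% and not all replicates reach 10%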;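 also: 0% = median of on-plate neutral control wells and 100% = ellipticine 6 µM median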
#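 System: 68-5-11 XiGFP fibroblast line | Buffer or medium: DMEM containing 5-aza-dC | Compound: Single point | Times: Compounds 3 days, fix/stain 15 min at room temperature | Benchmarks: Positive control ellipticine, 6 µM final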
# RAD52 inh = inhibitors of human RAD52 DNA annealing; P43351; recombinant RAD52 DNA annealing, FRET fluorescence; inhibition, % at 18.7 µM; hit rate 0.46% among 360,000;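 active = every replicate showing at least 50% inhibition; inconclusive = mean inhibition at least 50% but not in every replicate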
# E-sel inducer = E-selectin induction on HUVECs; HUVEC E-selectin immunofluorescence imaging; normalized: neutral wells 0, TNF-alpha wells 100; activation, % at 7.58 µM; hit rate 0.37% among 260,000; AID 686992;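 active = mean E-selectin-positive cell signal at least 10% of the positive control, reached in at least 60% of replicates, without over 20% cell loss; inconclusive = no rule given, readout overlaps actives, possibly toxicity-flagged; inactive = the rest, including those meeting only one limit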;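 also: in these data hits start at about 27%; measured in HUVEC primary endothelial cells; signal is the percent of cells scored E-selectin positive by PE staining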
#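 assay system = HUVEC, human umbilical vein endothelial cells | input = 3,000 HUVEC seeded per well | medium = EGM-2 growth medium on 0.1% gelatin-coated wells | dosing = one compound dose added by pin transfer | signal = immunofluorescence imaging | read-out basis = % PE-positive cells | control set = TNF-alpha, DMSO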
# RAD54 inh = inhibitors of human RAD54 branch migration. inhibition, % at 10.4 µM. Q92698. AID 602329. hit rate 0.14% among 360,000. RAD54 Holliday junction branch migration, FAM/BHQ fluorescence;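 active = mean normalized replicate activity at least 40 and at least half of replicates scoring 40 or more; inconclusive = only one of the two criteria met; inactive = mean below 40 and under half of replicates reaching 40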;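 also: 0% = median of neutral control wells and 100% = median of positive control wells; inhibitors cause a drop in the FAM fluorescence signal; in these data hits start at about 50%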
# Target sequence (Q92698 whole entry, looked up): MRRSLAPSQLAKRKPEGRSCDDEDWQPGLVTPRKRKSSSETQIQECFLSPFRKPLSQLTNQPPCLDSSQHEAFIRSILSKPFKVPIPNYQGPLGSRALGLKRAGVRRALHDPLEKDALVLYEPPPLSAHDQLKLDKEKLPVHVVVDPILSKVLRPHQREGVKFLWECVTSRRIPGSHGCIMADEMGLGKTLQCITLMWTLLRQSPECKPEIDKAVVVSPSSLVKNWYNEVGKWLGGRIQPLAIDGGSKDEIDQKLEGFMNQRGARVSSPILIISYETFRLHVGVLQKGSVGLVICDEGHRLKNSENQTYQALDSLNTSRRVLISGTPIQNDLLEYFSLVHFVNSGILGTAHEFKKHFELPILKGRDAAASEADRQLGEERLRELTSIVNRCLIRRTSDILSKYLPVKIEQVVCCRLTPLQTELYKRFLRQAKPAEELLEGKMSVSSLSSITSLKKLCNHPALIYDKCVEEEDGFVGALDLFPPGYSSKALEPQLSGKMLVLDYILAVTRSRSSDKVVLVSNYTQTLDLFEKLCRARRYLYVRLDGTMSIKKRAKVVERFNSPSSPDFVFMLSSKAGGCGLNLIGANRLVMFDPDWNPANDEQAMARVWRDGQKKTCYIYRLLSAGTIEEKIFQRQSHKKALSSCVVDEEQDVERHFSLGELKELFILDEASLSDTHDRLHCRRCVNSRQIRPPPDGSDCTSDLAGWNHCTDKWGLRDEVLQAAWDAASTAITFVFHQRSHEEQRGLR
# * = called active by the depositor; ? = inconclusive; nt = no result given; & = joins results of further samples. Rows are unselected; about 3% have a hit in one of these screens.
canonical_smiles,EWS-Fli inh,S100A4 inh HTS,esBAF inh,FN deposition inh,XiGFP reactiv,RAD52 inh,E-sel inducer,RAD54 inh
COCCN(C(=O)CSc1nc2ccccc2c(=O)n1CCOC)c1c(N)n(Cc2ccccc2)c(=O)[nH]c1=O,0.1,-5.9,nt,-0.1,0.0,-20.2,-0.6,nt
O=C(NNC(=O)c1cccc(C(F)(F)F)c1)c1ccc(-n2cnnn2)cc1,-0.1,8.3,-0.3,0.8,-0.1,-13.1,-0.1,-0.3
Cc1c(C(=O)OC2CCCC2C)[nH]c2c1C(=O)CCC2 (stereo unspecified),-72.8,0.0,24.2,-10.6,0.1,-1.1,0.1,-2.9
CSc1ncnc2c1ncn2CCCNCc1cccs1,-0.7,-1.2,-4.2,9.8,-0.1,0.9,0.0,-4.6
O=C1c2ccccc2NC(c2ccc(F)cc2)N1Cc1ccccc1 (stereo unspecified),7.1,3.0,-5.4,-8.3,-0.1,-8.5,0.1,1.0
COc1ccc(-c2cnc3c(c2)C(=O)N([C@H](C)CO)C[C@@H](C)[C@H](CN(C)Cc2ccccn2)O3)cc1,-2.8,6.5,6.4,0.7,0.5,-7.1,-0.2,10.2
O=C(O)C(Cc1c[nH]c2ccccc12)NS(=O)(=O)c1ccc(F)cc1 (stereo unspecified),9.7,1.3,-4.3,1.7,-0.1,-11.6,0.2,-0.8
Cc1ccc(S(=O)(=O)N2C[C@@H](O)COC[C@@H]3O[C@H](CC(=O)N[C@H]4CCN(Cc5ccccc5)C4)CC[C@H]32)cc1,-4.2,2.1,-5.6,0.0,0.2,14.3,0.0,-4.0
CCC(C)NC(=S)N(CCc1ccccc1)Cc1cc2cc(OC)c(OC)cc2[nH]c1=O (stereo unspecified),26.4,20.1,-2.3,-6.1,-0.1,-8.6,2.3,12.8
O=C(O)c1ccc(S(=O)(=O)N(Cc2ccc(F)cc2)C2CCCCC2)cc1,10.2,-1.7,-4.2,-1.4,0.2,-15.7,nt,-2.2
CC(/C=N/n1c(-c2ccco2)n[nH]c1=S)=C\c1ccccc1,nt,nt,1.2,-7.0,0.3,nt,nt,-0.5
CCOC(=O)c1sc(N(Cc2ccccc2)C(=O)COC(=O)c2cnccn2)nc1C,-20.6,-9.2,nt,7.2,0.1,-36.6,-0.6,nt
Oc1ccc(-c2csc(-c3cccnc3)n2)cc1O,16.3,-1.0,nt,7.7,-0.1,-9.4,2.0,12.4
COCC(=O)Nc1ccc2c(c1)C(=O)N(C)[C@H]1CC[C@H](CC(=O)NCc3ccc(OC)cc3)O[C@@H]1CO2,0.8,nt,-4.3,-7.5,0.3,nt,0.0,-7.4
Nc1[nH]c(C(=O)c2ccc(Br)cc2)c(-c2cccc3ccccc23)c1C(=O)NCCc1c[nH]c2ccccc12,-0.9,-7.2,nt,-0.8,-0.1,-15.6,-0.2,nt
O=C(Nc1c(Cl)ccc2nsnc12)c1ccc([N+](=O)[O-])o1,?,-4.1,3.0,13.7,0.1,-3.0,nt,6.3
C[C@H](CO)N1C[C@H](C)[C@H](CN(C)C(=O)Nc2cccc3ccccc23)Oc2ccc(NC(=O)C3CCCCC3)cc2C1=O,7.7,0.1,-1.3,nt,-0.1,9.4,-0.1,-0.4
COc1ccc(NC(=O)CSc2nc(=O)n(CCN(C)C)c3c2CCCC3)cc1OC,2.0,-1.4,nt,0.2,0.0,-11.5,1.8,-0.4
Cc1ccccc1-c1ccc2c(c1)O[C@H](CN(C)C)[C@H](C)CN([C@H](C)CO)S2(=O)=O,-0.1,-3.6,-8.6,2.6,0.4,16.4,-0.9,-3.6
Cc1c(C(=O)NCc2cccs2)sc(=O)n1Cc1ccc(S(=O)(=O)N(C)C)cc1,6.4,-0.3,1.3,15.8,-0.2,-16.2,nt,-0.4
CC(C)(O[C@@H]1O[C@H](CO)[C@@H](O)[C@H](O)[C@H]1O)[C@H]1Cc2cc3ccc(=O)oc3cc2O1,-7.8,-4.1,-1.8,-6.2,0.0,-20.5,nt,5.3
NC(=O)C1Cc2ccccc2CN1C(=O)c1cccc(Oc2ccccc2)c1 (stereo unspecified),8.8,-4.3,3.4,-2.9,0.2,-12.5,nt,-3.9
O=C(CC1SC2=NCCN2C1=O)Nc1ccc(Br)cc1 (stereo unspecified),nt,-15.0,-5.0,-5.1,nt,-15.1,nt,-1.8
CCN1CCN(Cc2nc3c(c(=O)n(C)c(=O)n3C)n2CC(=O)c2ccccc2)CC1,0.5,-8.7,3.1,-3.5,-0.1,-16.3,-0.2,14.9
O=C1C(Cl)=C(NC2CCCCC2)C(=O)N1c1ccc(Cl)cc1,nt,nt,-3.7,-6.0,-0.4,nt,nt,-5.6
O=C(CN1C(=O)COc2ccc(S(=O)(=O)N3CCOCC3)cc21)NCc1ccccn1,-10.3,0.9,nt,7.8,-0.2,-10.1,-0.4,nt
O=C(N/N=C/c1ccccn1)c1cc(-c2ccc3ccccc3c2)n[nH]1,10.4,-2.8,nt,11.1,-0.1,-2.0,-0.3,nt
COc1ccc(NC(=O)CCC(=O)OCc2ccc([N+](=O)[O-])cc2)cc1,8.3,-2.6,nt,-6.5,0.0,-6.3,6.0,nt
COc1ccc(S(=O)(=O)N(C)C[C@H]2OCCCC[C@@H](C)Oc3ccc(NC(=O)NC4CCCCC4)cc3C(=O)N([C@H](C)CO)C[C@@H]2C)cc1,-12.6,7.0,-0.4,-9.6,-0.1,-8.3,nt,-2.6
O=C(CC1CCCC1)Nc1cc(C(F)(F)F)ccc1-n1cncn1,7.9,1.5,-9.2,-0.2,0.1,0.7,0.2,-2.6

# Retrieved one by one from above (3):
canonical_smiles,EWS-Fli inh,S100A4 inh HTS,esBAF inh,FN deposition inh,XiGFP reactiv,RAD52 inh,E-sel inducer,RAD54 inh
O=C(CC1CCCC1)Nc1cc(C(F)(F)F)ccc1-n1cncn1,7.9,1.5,-9.2,-0.2,0.1,0.7,0.2,-2.6
O=C(CC1SC2=NCCN2C1=O)Nc1ccc(Br)cc1 (stereo unspecified),nt,-15.0,-5.0,-5.1,nt,-15.1,nt,-1.8
COc1ccc(S(=O)(=O)N(C)C[C@H]2OCCCC[C@@H](C)Oc3ccc(NC(=O)NC4CCCCC4)cc3C(=O)N([C@H](C)CO)C[C@@H]2C)cc1,-12.6,7.0,-0.4,-9.6,-0.1,-8.3,nt,-2.6

# (list continues)
canonical_smiles,EWS-Fli inh,S100A4 inh HTS,esBAF inh,FN deposition inh,XiGFP reactiv,RAD52 inh,E-sel inducer,RAD54 inh
COc1ccc(NC(=O)N(C)C[C@@H]2Oc3cc(C#CCN(C)C)ccc3S(=O)(=O)N([C@@H](C)CO)C[C@H]2C)cc1,-4.0,-13.0,-2.9,-46.1,0.3,-12.2,0.4,-4.0
COC(=O)c1nnn(-c2nc(N(C)C)nc(N(C)C)n2)c1C,11.0,1.9,-5.4,5.7,-0.2,4.8,-0.1,0.5
CC(C)N1CCNCC1,10.9,4.0,nt,1.6,0.0,-7.2,nt,nt
O=C(c1ccc(C(F)(F)F)cc1)C1CCCN(C(=O)c2cnccn2)C1 (stereo unspecified),-4.4,-4.0,-1.1,1.7,-0.3,-5.8,0.1,-2.8
CC(C)NC(=O)NC(=O)CSc1nnc(-c2c[nH]c3ccccc23)o1,-2.8,-2.6,1.2,0.8,0.4,-23.5,nt,-3.6
CC1(C)CC(=O)C(C=NCC2CCN(C(=S)Nc3ccccc3)CC2)=C(O)C1,3.9,-6.0,nt,-1.2,0.0,-17.6,-0.2,-4.1
Cc1cc(Br)ccc1NC(=O)CN(C)C(=O)C1CCN(C(=O)c2ccc(Cl)cc2)CC1,-2.8,1.4,-5.1,-28.0,-0.4,-4.3,-0.2,0.8
NNC(=O)c1cc2sccc2s1,-3.4,-7.2,-1.8,3.7,0.2,-5.0,12.1,4.5
C[C@@H]1CCCCO[C@H](CN(C)C(=O)Nc2ccc(F)cc2)[C@H](C)CN([C@@H](C)CO)C(=O)c2cc(NC(=O)Cc3ccccc3)ccc2O1,-4.8,6.5,-0.7,nt,0.0,-32.9,-0.1,-1.9
CN(Cc1ccccc1)S(=O)(=O)c1ccc(NC(=S)NC(=O)C(C)(C)C)cc1,6.6,-4.2,nt,-13.4,0.0,-10.4,nt,-8.9
O=C(N[C@@H]1CC[C@@H](CCn2cc(-c3ccccc3)nn2)O[C@@H]1CO)c1cnccn1,-2.0&1.7,3.0&-0.1,2.2,1.8&-1.1,-0.5&-0.1,-3.5&2.3,-0.3&-0.2,-1.3
C[C@H](CO)N1C[C@H](C)[C@@H](CN(C)Cc2ccc(C(=O)O)cc2)Oc2c(NC(=O)C3CC3)cccc2C1=O,2.7&0.3,-13.1&11.9,-3.7&-1.9,-0.4,0.1&0.0,-6.1&-9.7,-0.6&0.0,2.7&-7.6
O=C(COc1ccc2c3c(c(=O)oc2c1)CCCC3)NCCN1CCOCC1,nt,6.6,-3.1,nt,nt,-0.5,nt,-1.1
Cc1ccc(-n2cc(-c3ccccc3)c3c(=O)[nH]cnc32)cc1,12.1,-1.9,nt,-6.6,0.0,-8.2,nt,2.8
Oc1c(C=Nc2ccccc2)sc(=S)n1Cc1ccccc1,-22.1,1.4,13.6,nt,0.0,-157.3,nt,nt
N#Cc1ccc(C(=O)NC23CC4CC(CC(C4)C2)C3)cc1,-10.2,-3.3,2.2,15.8,0.0,-12.5,nt,0.2
COc1ccc(S(=O)(=O)N2CCN(Cc3ccc4c(c3)OCO4)CC2)c2ccccc12,3.1,-0.3,2.9,-0.3,0.1,-5.5,0.1,-2.7
O=S(=O)(c1c(F)cccc1F)N1CCN(Cc2c(O)ccc3ccccc23)CC1,12.5,0.5,-5.0,0.3,0.0,-8.3,-0.1,-0.7
CCCCNC(=O)c1cccc(S(=O)(=O)N2CC3(C)CC2CC(C)(C)C3)c1 (stereo unspecified),17.5,-22.4,-10.9,-5.2,0.1,-0.8,nt,-2.0
COCCNC(=S)Nc1cc(OC)c(NC(=O)c2ccco2)cc1OC,-7.6,3.2,-9.4,nt,0.0,-11.6,nt,-7.5
COc1ccc(-c2sc3ccc(OC)cc3c2C#Cc2cncn2C)cc1,-5.8,-4.8,10.7,26.3,0.0,-26.3,0.5,3.3
Cn1c(C(=O)NCc2ccccn2)cc2c(=O)n(C)c3ccccc3c21,-5.4,1.9,-0.6,-3.2,0.3,-2.2,0.0,8.6
Nc1nnnn1/N=C/c1cccc(Br)c1,2.0,7.2,7.7,-6.6,0.0,10.1,0.3,4.0
